Compound activity from PubChem.
GC-A act – GC-A (human) enzyme activation; HEK293 GC-A cells, cGMP TR-FRET, EC30 ANP; 0% at EC30 ANP, 100% saturating ANP; P16066; activation, % at 10 µM; actives 0.14% (n = 370,000); in the data active means activation above about 40%
Target sequence (P16066 whole entry, looked up): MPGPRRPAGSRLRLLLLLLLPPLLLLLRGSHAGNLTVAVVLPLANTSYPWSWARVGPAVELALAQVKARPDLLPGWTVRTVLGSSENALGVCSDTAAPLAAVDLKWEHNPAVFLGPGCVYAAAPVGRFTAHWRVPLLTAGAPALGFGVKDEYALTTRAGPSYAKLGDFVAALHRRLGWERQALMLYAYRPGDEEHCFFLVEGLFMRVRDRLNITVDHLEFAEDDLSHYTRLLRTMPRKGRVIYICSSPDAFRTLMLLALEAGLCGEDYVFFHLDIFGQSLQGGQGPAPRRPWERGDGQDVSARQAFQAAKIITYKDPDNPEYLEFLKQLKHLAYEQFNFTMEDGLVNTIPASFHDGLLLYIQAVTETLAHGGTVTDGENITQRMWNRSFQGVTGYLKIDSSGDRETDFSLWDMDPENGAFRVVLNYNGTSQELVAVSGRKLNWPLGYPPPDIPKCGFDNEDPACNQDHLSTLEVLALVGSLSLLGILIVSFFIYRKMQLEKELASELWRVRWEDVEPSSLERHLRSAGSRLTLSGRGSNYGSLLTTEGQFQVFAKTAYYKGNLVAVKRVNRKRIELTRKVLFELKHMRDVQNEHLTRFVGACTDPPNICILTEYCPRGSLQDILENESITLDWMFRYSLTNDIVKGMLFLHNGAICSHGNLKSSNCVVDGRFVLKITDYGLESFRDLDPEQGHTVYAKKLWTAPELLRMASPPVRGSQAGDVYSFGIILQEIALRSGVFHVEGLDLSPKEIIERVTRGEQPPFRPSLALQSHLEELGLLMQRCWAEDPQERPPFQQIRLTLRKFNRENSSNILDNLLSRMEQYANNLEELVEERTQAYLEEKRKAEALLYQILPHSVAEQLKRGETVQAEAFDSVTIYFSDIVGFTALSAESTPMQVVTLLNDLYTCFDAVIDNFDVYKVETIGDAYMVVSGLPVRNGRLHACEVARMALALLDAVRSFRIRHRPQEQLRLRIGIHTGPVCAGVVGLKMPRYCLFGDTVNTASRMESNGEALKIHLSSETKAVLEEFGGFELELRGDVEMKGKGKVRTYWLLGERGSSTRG
PG9 Ab binder – PG9 antibody binding by small molecule; inhibition, % at 6.7 µM; TR-FRET gp120-PG9 antibody binding; AID 624416; actives 0.43% (n = 360,000); in the data active means inhibition above about 8.5%
ARFGAP1 inhibitor – inhibits rat ARF GTPase activating protein 1; Q62848; Arfgap1-stimulated ARF1 GTP hydrolysis, GDP FP detection; inhibition, % at 16.5 µM; actives 0.26% (n = 360,000); AID 651572;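 active means inhibition above a per-plate limit, mean inhibition of low control wells plus 3 SD, cut at about 25% in these data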;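 further: 0% = DMSO wells with enzyme and 100% = wells lacking Arfgap1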
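material = rat Arfgap1 catalytic domain, aa 1-136 | also added = human ARF1(Δ1-17)-GTP substrate | compound dosing = one concentration, 16.5 µM, DMSO 1.26% | times = GTP hydrolysis reaction 2 h at 25 °C | measured by = FP, GDP Alexa 633 tracer displaced from anti-GDP antibody, 620/688 nm | evaluation = percent inhibition of Arfgap1-stimulated GTP hydrolysis | replication = single well per compound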
NR1D1 modulator – modulates human Rev-erb alpha binding to DNA. activity, % at 10 µM. P20393. AID 1259318. Rev-erbα–FITC-DNA binding, fluorescence polarization, 90 min. actives 0.79% (n = 370,000);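 active means activity above about 14%, limit read from the data; passing the limit was not always enough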;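 further: 0% = DMSO wells with 35 nM protein and 100% = DMSO wells with 750 nM protein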
rCAG RNA binder – binds r(CAG) RNA repeats; r(CAG) RNA repeat, TO-PRO-1 dye displacement fluorescence; inhibition, % at 3 µM; actives 1.3% (n = 370,000);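 active means inhibition above the plate cutoff, the mean of all test compounds on that plate plus 3 SD, cut at about 35% in these data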;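 further: 0% = DMSO alone and 100% = 100 µM mitoxantrone as full dye displacement; higher means more dye released from RNA so lower well fluorescence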
SMARCA2 activ – increases SMARCA2 function in MMTV reporter cells. MG213 cells, MMTV-luciferase reporter, dexamethasone, overnight. activation, % at 9.1 µM. actives 1% (n = 370,000). AID 652017; in the data active means activation above about 7.8%;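 further: 0% = vehicle wells and 100% = reference activator wells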
HTRA1 inh – blocks human HTRA1 serine peptidase; Q92743; recombinant HTRA1, FP-rhodamine activity-based probe, fluorescence polarization; inhibition, % at 5.96 µM; actives 0.5% (n = 340,000); AID 504803; in the data active means inhibition above about 36%;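 further: 0% = enzyme with DMSO and 100% = wells lacking enzyme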
GC-B act – GC-B (human) receptor activation; HEK293-GC-B cells, CNP EC30, cGMP TR-FRET; 0% at EC30 CNP, 100% saturating CNP; actives 0.11% (n = 370,000); P20594; AID 1920062; activation, % at 10 µM;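 active means activation at 10 µM reaching about 35% in either raw or pattern-adjusted values, limit read from the data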
mABHD4 FP – ABHD4 (mouse) inhibition, primary FP screen; Q8VD66; actives 0.54% (n = 370,000); AID 720543; purified mABHD4, FP-Rh probe fluorescence polarization; inhibition, % at 8.92 µM;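 active means inhibition exceeding the mean over every tested compound plus 3 SD, cut at about 30% in these data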;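 further: 0% = plate median of compound wells and 100% = S159A mutant with DMSO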
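Doses – 8.92 µM, single dose · Material – wild-type mouse ABHD4 protein · Replication – single well per compound (singlicate) · Measure – percent inhibition of probe binding, normalized to plate controls · Schedule – 45 min compound pre-incubation plus 60 min probe step, 25 °C · Detection – fluorescence polarization with parallel and perpendicular emission, 525/598 nm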
ASAP1 GAP inh – blocks human ASAP1-stimulated Arf1 GTP hydrolysis; actives 0.19% (n = 360,000); GDP FP detection; inhibition, % at 16.5 µM; in the data active means inhibition above about 25%;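 further: 0% = vehicle with enzyme and substrate and 100% = no enzyme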
* marks the source's active call; other numbers are inactive results; / = no result given.

canonical_smiles,ARFGAP1 inhibitor,NR1D1 modulator,GC-B act,ASAP1 GAP inh,mABHD4 FP,rCAG RNA binder,HTRA1 inh,GC-A act,SMARCA2 activ,PG9 Ab binder
COc1ccc(CNc2nc(-c3ccccc3)nn2C(=O)c2cccs2)cc1,0.1,0.2,-4.3,6.7,-0.5,-0.5,-0.5,1.4,-2.1,0.2
CCN(CC)c1ccc(C(=O)Nn2c(C)nc3ccccc3c2=O)cc1,7.5,1.1,-2.7,-4.6,2.4,2.9,4.0,-1.0,0.3,-1.2
COc1ccccc1CC(=O)c1ccccc1OC,1.9,-2.1,-0.3,-3.4,3.9,3.2,-1.2,-0.7,-2.3,0.9
N#CCSc1ccc2nc(-c3ccccc3)cn2n1,10.0,-1.7,-1.7,15.2,-0.8,2.5,-4.5,1.8,4.7,1.8
CC1(C(=O)Nc2ccc3c(c2)OCCO3)CSCC(=O)N1CCCn1ccnc1 (stereo unspecified),-15.2,-0.4,-9.9,-14.8,-3.5,2.7,/,6.2,0.0,-0.8
COc1ccc([C@@]23Oc4cc(OC)cc(OC)c4[C@]2(O)[C@H](O)[C@H](C(=O)N(C)C)[C@H]3c2ccccc2)cc1,-7.6,-2.4,1.7,8.0,1.3,-0.8,-3.3,2.1,-9.9,-1.8
Cc1ccc(OCCN2C(=O)S/C(=C\c3ccc(C)o3)C2=O)cc1,-0.8,-3.7,-0.3,-7.5,2.4,11.2,-4.7,2.9,-2.1,-1.0
COc1ccc(OC)c(NC(=O)c2ccc(-n3cccn3)nc2)c1,4.4,-1.5,-2.6,-10.0,6.2,-4.0,-1.2,-1.8,-1.2,2.3
O=S(=O)(NCCN1CCOCC1)c1ccc(-c2ccc(S(=O)(=O)NCCN3CCOCC3)cc2)cc1,-1.7,-2.6,1.8,-4.8,-11.2,28.6,8.4,0.8,-4.6,-1.1
COc1ccccc1-n1cnc2sc(C)c(C)c2c1=O,-6.8,2.2,4.3,-14.9,-0.1,-2.3,9.5,-1.1,1.5,-2.4
CCc1ccc2[nH]c(=O)c(C(c3nnnn3CC3CCCO3)N3CCCc4ccccc43)cc2c1 (stereo unspecified),-5.1,0.1,6.5,-0.4,3.5,-0.7,-7.4,-3.0,2.5,0.2
S=c1[nH]nc(-c2ccncc2)n1/N=C/c1ccccc1Cl,-11.1,-3.8,-6.8,3.7,4.0,-1.3,/,-6.0,0.5,0.9
Cc1ccc(N=C2NC(=O)/C(=C/c3cccnc3)S2)cc1C,5.6,1.6,-12.5,-0.3,-3.6,3.5,2.9,-6.5,-6.3,0.0
CC(Oc1nc2c(c(=O)n(C)c(=O)n2C)n1C)C1CCCCC1 (stereo unspecified),-4.1,-1.9,1.2,14.2,-0.4,-1.9,7.2,11.7,-0.8,0.1
COC(=O)c1cn(C(=O)c2cc(Br)ccc2Cl)c2ccccc12,-1.3,5.4,-1.0,-0.2,0.6,0.0,1.4,-6.6,-1.1,-0.8
O=[N+]([O-])c1cccc(C(O)C23CN4CN(CN(C4)C2)C3)c1 (stereo unspecified),2.1,1.5,5.8,7.3,1.4,0.8,6.0,-0.9,-2.6,1.8
CCN(C(=O)COC(=O)CNC(=O)c1ccc(C)c(C)c1)C1CCS(=O)(=O)C1 (stereo unspecified),-17.5,6.8,-3.9,-9.2,-1.7,-0.6,-1.0,-0.7,-2.3,1.1
O=C(COC(=O)c1cnccn1)NCc1ccccc1Cl,5.3,6.1,2.0,3.4,0.9,4.5,-0.8,1.6,-1.9,0.1
O=C(c1cc2cc(Cl)ccc2[nH]1)N1CCN(C(=O)c2ccco2)CC1,-1.2,-5.7,-8.3,22.9,7.5,9.2,-12.3,-1.5,-1.8,1.0
CC(C)n1ncc2c(C(=O)NCCc3ccc(F)cc3)cc(C3CC3)nc21,14.3,0.7,-3.1,6.8,-11.4,-7.6,-24.4,-0.1,-2.4,-2.2
CS(=O)(=O)c1ccc(-c2nnc(NC(=O)c3ccco3)o2)cc1,-8.0,-2.3,-1.0,-1.1,-0.2,0.2,3.0,0.1,0.2,-1.5
Cc1ccc(-c2cc(C(=O)NCc3cn(C)nc3C)c3cc(Br)ccc3n2)cc1,10.6,-4.8,1.6,-3.2,1.5,0.6,-14.2,1.9,2.8,11.4*
CCCCN1CCN=C1N(C)C,-0.7,5.9,9.2,5.4,0.3,1.8,3.5,2.1,0.5,-2.2
CC1=CC(=O)[C@@H](O)[C@@H](c2ccccc2Br)N1C,2.0,0.8,0.4,-8.7,3.4,0.3,0.5,1.4,-4.8,-1.7
O=C(Nc1cccc(S(=O)(=O)N2CCOCC2)c1)c1ccccn1,5.9,-10.0,6.1,2.7,2.9,-1.6,0.6,5.7,-1.4,-2.9
O=C(COc1cccnc1[N+](=O)[O-])Nc1ccc(N2CCOCC2)cc1,1.5,4.5,-1.2,-10.9,0.1,-0.8,6.4,-0.7,1.8,-0.9
O=C(N/N=C/c1ccccc1[N+](=O)[O-])c1ccncc1,15.3,-4.7,-7.2,10.9,0.9,2.7,4.5,0.1,-0.4,-0.4
Cc1noc(C)c1S(=O)(=O)N(C)C[C@@H]1OCc2cn(nn2)CCCC(=O)N([C@@H](C)CO)C[C@H]1C,-0.5,-0.2,-0.6,-10.8,-9.4,3.0,2.1,1.8,-3.7,2.0
Nc1cccc(C(=O)O)c1,2.4,-6.8,1.0,-2.6,7.0,1.5,4.4,0.9,-1.5,-1.2
COc1ccc(/C=C2\SC(N)=NC2=O)cc1Cl,-4.7,-4.3,-2.6,-9.9,-4.9,1.2,2.0,1.1,-3.4,0.4
Cc1ccccc1S(=O)(=O)Cc1ccc(C(=O)NCCN2CCN(Cc3ccccc3)CC2)o1,3.6,1.8,1.9,6.9,1.8,-6.4,-2.7,2.2,1.3,-0.9
Cc1cccc(N2CCN(C(=O)C(NS(=O)(=O)c3cccs3)c3ccccc3)CC2)c1C (stereo unspecified),-1.6,3.5,-1.5,1.1,-7.4,1.3,-30.6,-3.6,-3.7,-0.4
O=C(COC(=O)c1ccc(O)cc1)c1ccc(S(=O)(=O)N2CCCCC2)cc1,1.9,5.3,3.4,-10.7,-10.1,12.0,-29.2,-0.3,-0.1,-2.9
O=C(NCc1n[nH]c(=S)n1-c1ccc(Cl)c(Cl)c1)c1ccc(S(=O)(=O)N2CCCCC2)cc1,7.0,1.5,0.1,-1.4,6.4,36.3*,-6.2,3.9,0.2,1.1
CCOc1cc(C2C(C(=O)N3CCOCC3)=C(C)NC3=C2C(=O)CCC3)ccc1O (stereo unspecified),15.9,-1.8,-3.5,-0.5,4.0,-2.8,-3.9,0.7,5.2,0.3
CC(C)CN1C(=O)C(=O)N(CC(=O)NC2CCCc3ccccc32)C1=O (stereo unspecified),-7.7,5.9,-2.5,-5.7,0.0,0.7,2.3,2.6,0.8,-0.2
COC(=O)c1sccc1-n1cccc1C(=O)N1CCOCC1,-2.6,3.2,-3.1,4.2,0.0,-1.1,2.8,2.1,-0.8,-3.0
COC(=O)[C@]12C[C@H](CC(=O)NCc3ccccc3)C(=O)N(CCc3ccc(OC)c(OC)c3)C1=C[C@H](COCc1ccccc1)O[C@@H]2C,/,-3.0,-4.1,/,-1.3,6.1,/,1.3,-4.4,/
O=C(C=Cc1ccccc1)NCCNC(=O)C=Cc1ccccc1,2.4,-3.2,-7.2,12.8,-2.6,0.5,-2.0,-8.9,2.7,0.9
COc1ccc(OC)c(S(=O)(=O)NC(=O)C2(C)CCN2C(=O)Cc2ccc(Cl)cc2Cl)c1 (stereo unspecified),3.8,-4.3,-4.5,1.9,-6.0,15.0,/,-1.0,-3.4,-0.4

A second format for part of the listing above.
Screens in order – ARFGAP1 inhibitor | NR1D1 modulator | GC-B act | ASAP1 GAP inh | mABHD4 FP | rCAG RNA binder | HTRA1 inh | GC-A act | SMARCA2 activ | PG9 Ab binder
> Cc1ccccc1S(=O)(=O)Cc1ccc(C(=O)NCCN2CCN(Cc3ccccc3)CC2)o1
    3.6 | 1.8 | 1.9 | 6.9 | 1.8 | -6.4 | -2.7 | 2.2 | 1.3 | -0.9
> O=C(COC(=O)c1ccc(O)cc1)c1ccc(S(=O)(=O)N2CCCCC2)cc1
    1.9 | 5.3 | 3.4 | -10.7 | -10.1 | 12.0 | -29.2 | -0.3 | -0.1 | -2.9
> COC(=O)c1sccc1-n1cccc1C(=O)N1CCOCC1
    -2.6 | 3.2 | -3.1 | 4.2 | 0.0 | -1.1 | 2.8 | 2.1 | -0.8 | -3.0

Next section
canonical_smiles,ARFGAP1 inhibitor,NR1D1 modulator,GC-B act,ASAP1 GAP inh,mABHD4 FP,rCAG RNA binder,HTRA1 inh,GC-A act,SMARCA2 activ,PG9 Ab binder
CSc1ccccc1NC(=O)c1cc2ncc(Br)cn2n1,-4.3,-7.9,-2.4,-10.3,5.9,0.7,5.7,-6.8,4.7,3.6
CCNC(=O)CN1C(=O)NC2(CCCCCC2)C1=O,15.4,5.5,0.8,0.7,0.1,-1.6,7.6,1.2,-0.7,0.5
CN(Cc1ccccc1)C(=O)c1nc2ccccn2c1CN1CCCC1c1nccs1 (stereo unspecified),-7.8,-0.5,-5.3,9.4,-0.5,-6.0,4.5,-10.3,-0.3,0.6
COCC1=C(C(=O)OC)C(c2cccs2)n2ncnc2N1 (stereo unspecified),17.0,1.1,0.7,6.5,4.4,-1.1,-6.4,-0.9,-2.0,-0.3
O=C(c1ccc(CS(=O)Cc2ccccc2Cl)o1)N1CCN(c2ccccc2)CC1 (stereo unspecified),15.4,1.6,0.2,11.4,-1.0,1.0,-1.0,-8.6,0.5,-0.3
CC(C)c1cc(Cn2c3ccccc3c(=O)n2C(C)Cn2cc(-c3ccccc3)nn2)on1 (stereo unspecified),-1.9,-3.8,-14.5,-7.3,4.3,-0.3,/,-7.9,-1.1,-0.4
C[C@@H]1CN([C@@H](C)CO)C(=O)CCCn2nncc2CO[C@@H]1CN(C)C(=O)OCc1ccccc1,11.7,4.2,4.4,-5.5,-2.8,-0.1,11.1,-3.0,-2.7,-0.6
Cc1cc(C)c2c(CC(=O)N3CCCC3)coc2c1,-4.1,3.4,2.0,-7.1,-1.9,-1.1,-8.1,2.9,-2.5,-1.9
CC1(C)Cc2c(sc3nc4n(c(=N)c23)CCC4)CO1,0.2,-0.8,6.3,0.4,3.2,5.4,-1.0,12.1,-3.2,2.4
CC(=O)c1cccc(NC(=O)COC(=O)COc2ccc(Cl)cc2)c1,-7.3,2.5,0.5,-0.3,4.5,-2.2,-2.7,1.1,-2.0,-1.2
CCOC(=O)c1cc(CC)sc1N1C(=O)CC(Sc2ccccc2C(=O)O)C1=O (stereo unspecified),7.3,3.0,2.4,-10.9,8.4,17.5,-46.9,3.9,-2.6,2.2
CN1CCN(c2ccc(NC(=O)COc3ccccc3)cc2Cl)CC1,1.4,-3.8,1.4,9.9,-6.4,-8.5,-0.1,1.7,1.4,-1.4
O=C(CCc1nnc(CCCCc2ccccc2)o1)N1CCC(N2CCCC2)CC1,-6.5,-3.5,1.7,8.6,2.2,-3.9,0.8,4.9,1.0,0.7
O=C(CSC1CCc2ccccc21)NN=Cc1ccco1 (stereo unspecified),-9.4,-3.0,-3.0,3.2,-2.7,5.5,/,-1.7,7.0,0.1
